High-throughput results: PubChem BioAssay, several laboratories
AID2073 – inhibitors of Mint1-CaV2.2 protein interaction, biochemical, HTRF (AID 2073); HTRF protein-protein interaction, Mint1-CaV2.2; higher % means a stronger effect; inhibition, % at 20 µM; hits with a dose series show IC50 in µM; 290,000 compounds, 0.19% hits; in the data active = inhibition mostly above about 51%, no sharp cut-off; inconclusive = no clear call, values can overlap the other calls; inactive = mostly below about 53%; note: some results filed as inactive read as strong as hits
Siah-1 displacement – blockers of Siah-1 interaction with plectin peptide – biochemical, fluorescence polarization, rhodamine-plectin, uHTS, primary screen (AID 1817) | 290,000 compounds, 0.02% hits | displacement, % at 20 µM, or IC50 in µM where a hit was titrated | Siah-1 / rhodamine-plectin peptide fluorescence polarization; higher % means a stronger effect;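 active = displacement of at least 50% at 20 µM, with a fluorescence ratio check between 0.3 and a set limit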;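 note: plate controls were Siah plus tracer with DMSO for no effect and tracer alone without Siah for full effect; strong numbers were not always called active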
MgcRacGAP inhibition – MgcRacGAP GTPase-activating activity inhibitors, confirmation, biochemical, ADP Hunter fluorescence | 340,000 compounds, 0.6% hits | inhibition, % at 30 µM; hits with a dose series show IC50 in µM | MgcRacGAP-stimulated Rac1 GTP hydrolysis, ADP Hunter fluorescence; higher % means a stronger effect; GST-tagged Rac1 F28L mutant substrate;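 active = first-screen hits whose inhibition reached a set limit at any dose in the follow-up dose series; inconclusive = inhibition above the set first-screen limit but never retested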;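 note: fluorescence reports GDP produced by GAP-driven GTP hydrolysis; strong numbers were not always called active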
West Nile antiviral – West Nile virus antiviral activity, cell-based, CPE readout (AID 1621). West Nile virus-infected cells, CPE inhibition; higher % means a stronger effect. one-dose CPE inhibition, % at 10 µM; IC50 in µM for titrated hits. 290,000 compounds, 0.02% hits; in the data active = a potency from the dose series; inconclusive = CPE inhibition mostly from about 3.7% at the one dose, without a potency; inactive = the rest, 99 in 100 with CPE inhibition below about 2.2%; note: strong numbers were not always called active
K1F lysis inhibition – protection from phage-mediated lysis, alamar blue read-out – E. coli UTI89, K1F phage, bacterial capsule biogenesis inhibitors (AID 488966) | 340,000 compounds, 0.02% hits | one-dose inhibition, % at 100 µM; IC50 in µM for titrated hits | E. coli UTI89 K1F phage lysis, alamar blue, 2 h; higher % means a stronger effect;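 active = phage lysis inhibition, versus mean bacterial control, above a set limit; inconclusive = no clear call, values can overlap the other calls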;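 note: capsule biogenesis inhibitors block K1F phage lysis so surviving cells raise fluorescence; higher fluorescence means more inhibition of phage lysis; actives were called in the ten point dose series up to 300 µM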
RSV antiviral HEp-2 – inhibition of RSV-induced cytopathic effect – HEp-2 cells, primary 10 µM value included (AID 2391); HEp-2 cells, RSV-induced CPE inhibition; higher % means a stronger effect; CPE inhibition, % at 10 µM, or IC50 in µM where a hit was titrated; 310,000 compounds, 0.13% hits; in the data active = a potency from the dose series; inconclusive = CPE inhibition mostly from about 23% at the one dose, without a potency; inactive = the rest, 99 in 100 with CPE inhibition below about 21%; note: strong numbers were not always called active
NS5 inhibitors – Dengue-2 NS5 methyltransferase inhibitors, primary screen, biochemical, confirmation dose response (AID 588689); Dengue-2 NS5 methyltransferase capping enzyme assay, biochemical; higher % means a stronger effect; inhibition, % at 25 µM, or IC50 in µM where a hit was titrated; 340,000 compounds, 0.3% hits; in the data active = a potency from the dose series; inconclusive = inhibition above about 29% without an active follow-up result
Large T inhibition – SV40 large T antigen inhibitors, biochemical (AID 1903); SV40 large T antigen ATPase/helicase inhibition assay; higher % means a stronger effect; inhibition, % at 20 µM; hits with a dose series show IC50 in µM; 310,000 compounds, 0.39% hits; in the data active = a potency from the dose series; inconclusive = inhibition mostly from about 32% at the one dose, without a potency; inactive = the rest, 99 in 100 with inhibition below about 32%; note: strong numbers were not always called active
NTR1 ag – NTR1-driven beta-arrestin-GFP spot formation – imaging, U2OS cells, high content, primary screen (AID 493036); agonist mode; activation, % at 20 µM; 330,000 compounds, 0.17% hits;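 active = activation at or above 40% of the spot to cytoplasm intensity ratio, with at least 20 cells analyzed; inconclusive = wells under 20 cells, flagged as cytotoxic or low count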;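 note: 0% = DMSO without peptide and 100% = 100 nM NTR1 peptide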
Target sequence (P30989 whole entry, looked up): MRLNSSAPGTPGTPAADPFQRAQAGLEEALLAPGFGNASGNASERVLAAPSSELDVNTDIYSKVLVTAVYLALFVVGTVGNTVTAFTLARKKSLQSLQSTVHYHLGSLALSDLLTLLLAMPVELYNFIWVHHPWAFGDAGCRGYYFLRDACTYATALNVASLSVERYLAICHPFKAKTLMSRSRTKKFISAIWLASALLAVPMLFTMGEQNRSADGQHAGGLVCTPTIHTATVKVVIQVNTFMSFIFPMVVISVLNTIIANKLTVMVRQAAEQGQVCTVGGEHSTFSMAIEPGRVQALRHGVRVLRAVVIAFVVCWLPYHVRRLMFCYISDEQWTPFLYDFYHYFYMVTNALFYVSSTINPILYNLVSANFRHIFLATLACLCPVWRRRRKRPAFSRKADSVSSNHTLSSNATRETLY
NTR1 ag cell count 20 µM – further read-out of NTR1 ag, marked with its call; cell count; measured here: cell count, cytotoxicity flag
An asterisk follows results filed as active; ? = inconclusive; / = no result given; [ ] = another dose, or the depositor's remark.

mol | AID2073 | Siah-1 displacement | MgcRacGAP inhibition | West Nile antiviral | K1F lysis inhibition | RSV antiviral HEp-2 | NS5 inhibitors | Large T inhibition | NTR1 ag | NTR1 ag cell count 20 µM
O=C(O)c1ccc(NC2CC(=O)N(Cc3ccccc3)C2=O)cc1 (stereo unspecified) | 7% | -2% | 5% | 0.1% | 0.1% | 0.3% | -8% | 3% | -0.3 | 47
Cc1cc(NC(=O)CSCC(=O)N(c2cccc(Cl)c2)C(C(=O)NC2CCCCC2)c2ccc(O)c(O)c2)no1 (stereo unspecified) | -24% | 0% | 11% | -0.6% | 2.1% | 4.5% | 2% | 11% | 5.5 | 54
COc1ccc(OC)c(-c2csc(NC(=O)CN3C(=O)NC4(CCCC4)C3=O)n2)c1 | / | / | 2% | / | 0.6%[50 µM] | -1.2% | 0% | -3% | 1.1 | 58
CCN(C(=O)COC(=O)c1nc2nc(C)cc(C)n2n1)C1CCS(=O)(=O)C1 (stereo unspecified) | 6% | -1% | 4% | -0.4% | -0.1% | 1.6% | -1% | 8% | 0.1 | 54
CCc1ccc2[nH]c(=O)c(Cc3ccccc3)c(O)c2c1 | -9% | 10% | 15% | 0.0% | 1.0% | 0.5% | / | 4% | 2.2 | 74
O=C(COC(=O)c1cccc(C(=O)OCC(=O)NCc2ccc(F)cc2)n1)NCc1ccc(F)cc1 | 4% | 8% | 0% | 0.5% | 1.9% | 2.2% | -2% | 6% | 3.7 | 63
COC(=O)C(C)NC(=O)COc1ccc2ccccc2c1 (stereo unspecified) | -2% | 2% | -9% | 0.2% | -0.6%[50 µM] | 2.8% | -1% | 9% | -0.2 | 56
CC1(C)N=C(c2ccccc2)C(=O)N1 | 6% | 2% | 0% | 0.0% | -0.7% | 2.8% | 0% | 9% | -0.8 | 85
Nc1nonc1-n1nnc(C(=O)N/N=C/c2cccc(O)c2)c1CN1CCCC1 | 6% | 4% | 3% | 0.1% | 0.0% | 0.8% | -5% | 23% | -1.0 | 59
COc1ccc(S(=O)(=O)N(CC(=O)N2CCN(C)CC2)c2ccc(C)cc2)cc1Br | -5% | -2% | 6% | -0.8% | 1.6%[50 µM] | / | -5% | / | 0.6 | 68
O=C(NCc1cccc(Cl)c1)C1CCCN(c2ncnc3c2nc2n3CCCCC2)C1 (stereo unspecified) | 2% | -2% | 10% | 0.8% | -0.1% | 8.1% | 1% | 7% | 4.5 | 37
Cn1ccnc1SCC(=O)n1c2c(c3ccccc31)CCCC2 | -9% | 6% | 5% | 0.6% | 0.1%[50 µM] | 2.2% | -1% | 3% | 1.1 | 50
Cc1cc(C)c2nc3nc(C)cc(C)c3c(N)c2c1 | 26% | -10% | 20% | ? | -6.0% | 3.2% | 6% | 2% | / | /
O=C(NNC1CC(=O)N(c2cccc(Cl)c2)C1=O)c1cccnc1 (stereo unspecified) | 0% | 0% | -3% | 0.2% | 1.9%[50 µM] | 2.9% | -9% | 4% | 2.9 | 78
CC(C)N1C(=O)CCC1C(=O)NCCc1ccccc1 (stereo unspecified) | 21% | -3% | 7% | -0.1% | 5.2% | 1.5% | 2% | 7% | -0.7 | 63
O=S(=O)(Nc1ccc(O)c(Sc2nc3ccccc3s2)c1)c1ccc(F)cc1 | -4% | 8% | 9% | -1.0% | -5.2% | 9.4% | -1% | 13% | 0.8 | 39
Cc1ccc(CNn2cnnc2SCC(=O)NC(C)(C)C)cc1 | 0% | 9% | 4% | 0.0% | 0.3% | 1.2% | 2% | -3% | -1.3 | 76
CC(=O)Oc1ccc2c(C)cc(=O)oc2c1C(=O)c1ccccc1 | -6% | -4% | 6% | -0.5% | 0.1% | 0.2% | -3% | 18% | 1.9 | 46
O=C(O/N=C1\CCS(=O)(=O)c2sccc21)c1ccc(F)cc1 | 20% | 1% | 1% | -0.1% | 0.7% | -1.3% | -5% | 10% | 1.9 | 45
CNCCC=C1c2ccccc2C=Cc2ccccc21 | / | / | 3% | / | ? | -0.8% | -4% | 9% | 0.7 | 55
O=C(O)C1C2CCC(O2)C1C(=O)Nc1ccc(F)cc1 (stereo unspecified) | -3% | 4% | 2% | 1.5% | 1.9% | 4.9% | -4% | 8% | 2.4 | 43
CCc1nnc(NC(=O)c2ccc(Br)o2)s1 | 8% | 10% | 7% | 0.2% | 0.0% | 3.9% | -3% | 0% | 0.2 | 54
CCCOC(=O)c1c(NC(=O)CCC(=O)O)sc2c1CCCCC2 | 20% | 5% | 3% | 1.1% | -1.0% | 0.0% | -1% | 25% | 0.9 | 37
Cn1c(=O)cc(OCC(=O)NCCc2ccc(Cl)cc2)c2ccccc21 | -2% | -4% | 6% | -0.3% | 0.1% | 1.2% | -9% | 1% | -1.9 | 81
CCOc1ccc(NC(=O)CCC(=O)NNC(=O)COc2ccccc2C)cc1 | -4% | -3% | / | 0.6% | / | 0.9% | / | 6% | -1.3 | 44
CNC(=O)CN(c1cc(OCCOC)c(Cl)cc1Cl)S(=O)(=O)c1ccc(OC)cc1 | 12% | 0% | 7% | / | -2.7% | 1.3% | -3% | 0% | 1.1 | 43
O=C(/C=C/c1ccc(Cl)cc1)NCCc1ccccc1 | 1% | 5% | 3% | -1.1% | 3.1% | 0.1% | -3% | 7% | 0.4 | 33
CC(c1nccs1)N(C)C(=O)CCc1nnc(Cc2c[nH]c3ccccc23)o1 (stereo unspecified) | -3% | -3% | 12% | 0.8% | 0.3% | 0.6% | -1% | -10% | 0.0 | 50
O=C(N/N=C/c1cccnc1)C1CC1(c1ccccc1)c1ccccc1 (stereo unspecified) | -4% | 8% | 1% | -0.8% | -4.0% | 8.9% | -4% | 12% | 1.3 | 42
CCCNC(=O)CSc1nnc(-c2ccc(F)cc2)o1 | -5% | 2% | 7% | -0.2% | -0.1% | 2.7% | -2% | -1% | 1.2 | 43
CC(Oc1ccc(F)cc1)C(=O)Nc1ccc(S(=O)(=O)NC2=NCCCCC2)cc1 (stereo unspecified) | / | / | -1% | / | 0.6%[50 µM] | 1.4% | 4% | / | 1.9 | 81
CC(=O)Nc1ccc(S(=O)(=O)C(C#N)c2nc3ccccc3nc2NCCCO)cc1 (stereo unspecified) | 17% | 0% | 7% | 0.1% | 0.1% | 1.0% | -1% | 7% | -0.5 | 71
Cc1ccc(/C=C/C(=O)O)cc1S(=O)(=O)NCc1ccco1 | 10% | 4% | 5% | 0.7% | -1.6% | -1.8% | -1% | 23% | -0.1 | 80
C=C(C)n1c(=O)[nH]c2ccccc21 | -4% | 1% | 4% | 0.6% | -0.8% | 4.2% | -3% | -9% | -2.1 | 61
OC(CNC1CCCCC1)CNC1CCCCC1 | 15% | 6% | 4% | -1.3% | -0.1% | 1.5% | 1% | 1% | 1.1 | 99
C=CCC1(N(C(C)=O)c2ccccc2C)CCCCC1 | -6% | 0% | 1% | 0.0% | -0.8% | 0.1% | -3% | -3% | 4.5 | 101
CC(C)C1Nc2ccc(C(=O)NCCCN3CCOCC3)cc2NC1=O (stereo unspecified) | 7% | 4% | 4% | 0.3% | 0.2% | 0.7% | -11% | 9% | -2.1 | 46
CCOC(=O)N1CCC(N2Cc3cccc(C(=O)O)c3C2=O)CC1 | 33% | 9% | 1% | -0.1% | 3.0% | 3.2% | -2% | 2% | 3.9 | 45
CCN(CC)C(=O)CSc1nnc(-c2ccccn2)n1Cc1ccccc1 | 0% | 9% | 6% | -0.1% | 0.0% | -0.7% | -5% | 19% | 0.6 | 65
Cc1cc(Cl)c(S(=O)(=O)N2CCCCCC2)cc1OCC(N)=O | -3% | -5% | 4% | 1.8% | 2.5% | 2.3% | -3% | 3% | 0.8 | 67
Cc1cc(C)cc(NC(=O)CSc2nnc(-c3ccc(S(=O)(=O)N4CCCC4)cc3)o2)c1 | -9% | 5% | -1% | 0.1% | 6.1% | 1.4% | -1% | 4% | 0.7 | 76
COc1cc(S(=O)(=O)N2CCOCC2)ccc1NC(=O)COC(=O)c1ccc(Cl)nc1 | / | / | 3% | / | 0.7%[50 µM] | / | -4% | / | 0.7 | 76
O=C(NCC1CCCO1)C1CCCN(S(=O)(=O)c2ccc(Br)cc2)C1 (stereo unspecified) | 5% | 7% | 6% | -0.2% | 0.0% | 1.1% | -6% | 6% | 1.7 | 73
C/C(=N\NC(=O)c1ccccn1)c1ccc(C(=O)O)s1 | -21% | 0% | / | -0.3% | / | 1.4% | / | 2% | 1.2 | 45
COc1ccccc1-c1nc2n(n1)C(c1ccccc1Cl)C(C(N)=O)=C(C)N2 (stereo unspecified) | -1% | -4% | -1% | 0.1% | -1.2% | -0.7% | -6% | 1% | 1.4 | 61
Cc1nc(NC(=O)COC(=O)C2CC2C)c(Cl)cc1Cl (stereo unspecified) | / | / | 0% | / | 0.8%[50 µM] | / | -7% | / | -0.7 | 74
COc1cccc(C(=O)COC(=O)C2CC(=O)N(c3ccc(Oc4ccccc4OC)cc3)C2)c1 (stereo unspecified) | 0% | 22% | 4% | 0.1% | 0.1%[50 µM] | 1.4% | -3% | 14% | 0.3 | 63
Cc1ccccc1Nc1c(-c2ccncc2)nc2ccc(Cl)cn12 | -3% | 0% | -8% | 2.6% | 0.0% | -2.1% | -9% | 16% | 6.0 | 49
Cc1ccccc1-n1c(SCC(=O)Nc2ccc3c(c2)OCO3)nnc1-c1ccccn1 | -5% | 15% | 5% | 0.2% | 2.8% | 1.3% | 0% | 2% | 0.1 | 88
COc1nc(Nc2ccccc2F)nc(OC)n1 | -3% | 4% | 8% | -0.5% | 0.5% | 1.1% | -5% | 5% | -1.6 | 54

(listing goes on)
mol | AID2073 | Siah-1 displacement | MgcRacGAP inhibition | West Nile antiviral | K1F lysis inhibition | RSV antiviral HEp-2 | NS5 inhibitors | Large T inhibition | NTR1 ag | NTR1 ag cell count 20 µM
CCCOc1c(OC)cccc1C1CC(=O)Nc2cc(OC)c(OC)c(OC)c21 (stereo unspecified) | 30% | -6% | -2% | 0.0% | 0.7% | -2.1% | -9% | -1% | 2.5 | 40
O=C(O)CCSC1CC(=O)N(c2ccccc2)C1=O (stereo unspecified) | 12% | -3% | 3% | -0.2% | 0.3% | 0.2% | -2% | -14% | -1.6 | 80
CCc1ccccc1OCC(=O)Nc1cccc(S(=O)(=O)NCc2ccco2)c1 | / | / | 6% | / | -0.8%[50 µM] | 3.9% | -4% | / | 0.4 | 55
Cc1cccn2c(=O)c3cc(C(=O)NCCc4ccccc4)c(=N)n(Cc4ccco4)c3nc12 | 21% | 44% | 15% | -1.1% | -0.5% | 40% | -15% | 29% | 57* | 43*

Outcome played no part in choosing rows; any-hit rate near 1.6%.
